bIAP activator: bovine intestinal alkaline phosphatase activators, primary screen, biochemical, bovine IAP, CDP-star luminescence; alkaline phosphatase, intestinal [Bos taurus]; purified bovine IAP, 30 min; stronger effect = higher value; fold of DMSO-control signal, blank-subtracted; activation factor at 20 µM; actives 0.17% (n = 200,000); AID 1016, 2008;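 active = activation factor of 2 or more at 20 µM, a signal rise over negative controls twice the positive control's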
bIAP inh: bovine intestinal alkaline phosphatase inhibitors, primary screen, selectivity assay for TNAP inhibitor project, biochemical, bovine IAP, CDP-star luminescence. alkaline phosphatase, intestinal [Bos taurus]. purified bovine IAP, 30 min. inhibition, % at 20 µM. 190,000 tested, under 10 active;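 active = over 50% inhibition of intestinal alkaline phosphatase at 20 µM in the single-dose screen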
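Incubation: 30 min reaction at room temperature / Material: purified bovine intestinal alkaline phosphatase (IAP) enzyme / Input: enzyme at 1/65,000,000 dilution / Dosing: 20 µM single dose / Signal: CDP-star luminescence signal / Reagent: CDP-star chemiluminescent phosphatase substrate, 30 µM final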
TNAP inh noacc: human TNAP enzyme inhibitors, primary screen, biochemical, luminescent, no phosphate acceptor, uHTS; Alkaline phosphatase, tissue-nonspecific isozyme (Homo sapiens), P05186; purified TNAP, CDP-star luminescence, 30 min; inhibition, % at 20 µM; actives 0.26% (n = 200,000);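 active = tissue-nonspecific alkaline phosphatase inhibition above about 50% at 20 µM in the single-dose screen, limit read from the data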;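 note: 0% = DMSO negative control and 100% = EDTA positive control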
Target sequence (P05186 whole entry, looked up): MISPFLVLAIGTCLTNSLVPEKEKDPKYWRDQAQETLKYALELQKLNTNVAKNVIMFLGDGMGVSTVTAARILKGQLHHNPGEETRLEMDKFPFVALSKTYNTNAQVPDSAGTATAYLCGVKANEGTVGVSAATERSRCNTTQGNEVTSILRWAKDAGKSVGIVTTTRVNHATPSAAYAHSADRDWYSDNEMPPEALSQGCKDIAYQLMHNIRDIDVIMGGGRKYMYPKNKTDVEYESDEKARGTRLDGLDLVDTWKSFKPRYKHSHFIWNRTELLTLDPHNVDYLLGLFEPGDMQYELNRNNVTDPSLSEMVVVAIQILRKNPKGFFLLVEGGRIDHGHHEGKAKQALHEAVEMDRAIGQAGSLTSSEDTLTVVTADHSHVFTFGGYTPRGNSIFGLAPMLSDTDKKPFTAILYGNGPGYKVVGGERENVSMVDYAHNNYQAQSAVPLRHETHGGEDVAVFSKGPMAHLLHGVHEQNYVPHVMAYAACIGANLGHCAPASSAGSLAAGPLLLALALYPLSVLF
PMI activator: activators of human PMI, primary screen, biochemical, fluorescence intensity, near-Km mannose 6-phosphate | actives 0.005% (n = 190,000) | activation factor at 20 µM | purified human PMI, coupled resazurin fluorescence, 20 min; stronger effect = higher value; 1 = vehicle control, 0 substrate-free wells | AID 1214, 2008;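 active = activation factor of 2 or more at 20 µM, relative to plate controls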
Target sequence (P34949 whole entry, looked up): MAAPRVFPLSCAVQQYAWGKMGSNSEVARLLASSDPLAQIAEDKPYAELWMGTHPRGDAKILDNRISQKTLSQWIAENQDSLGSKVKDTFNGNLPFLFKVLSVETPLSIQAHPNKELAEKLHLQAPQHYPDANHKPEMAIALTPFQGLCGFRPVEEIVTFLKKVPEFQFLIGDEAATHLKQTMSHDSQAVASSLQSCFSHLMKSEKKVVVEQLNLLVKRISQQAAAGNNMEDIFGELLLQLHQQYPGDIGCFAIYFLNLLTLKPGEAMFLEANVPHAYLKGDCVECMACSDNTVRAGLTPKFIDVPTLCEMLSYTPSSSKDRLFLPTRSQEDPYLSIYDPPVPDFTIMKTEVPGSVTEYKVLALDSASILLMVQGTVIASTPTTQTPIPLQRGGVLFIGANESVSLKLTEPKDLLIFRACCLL
Diaph inh CS: diaphorase inhibitors and chemical oxidizers, primary screen, counter-screen for diaphorase-coupled primary assays, biochemical, uHTS, resorufin fluorescence; diaphorase resazurin-to-resorufin fluorescence, NADH, 16 min; bacterial (C. kluyveri) enzyme, not human; inhibition, % at 20 µM; actives 0.69% (n = 190,000); AID 1217, 2008;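 active = primary screen inhibition at 20 µM above a set limit, cut at about 50% in these data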;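 note: plate controls were DMSO with full reaction for no effect and wells lacking NADH for full effect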
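Benchmarks: positive control wells lacking NADH, neutral wells with DMSO only. System: bacterial diaphorase enzyme (C. kluyveri). Input: 0.14 U/mL diaphorase, enzyme working solution. Detection: resorufin fluorescence, excitation 544 nm, emission 590 nm. Times: 16-min room-temperature incubation before reading.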
TNAP act hiacc: TNAP activators at high phosphate acceptor level, primary screen, biochemical, luminescence, uHTS; activation factor at 20 µM; 200,000 tested, under 10 active; Alkaline phosphatase, tissue-nonspecific isozyme (Homo sapiens), P05186; purified TNAP, CDP-star luminescence, 1 M DEA, 30 min; stronger effect = higher value; 0 = EDTA background, 1 = DMSO-only activity;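 active = activation factor at least 2 at 20 µM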
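Measured by: Luminescent substrate turnover signal | Test system: Human TNAP | Input: TNAP 1/800 final | Dosing: 20 µM single point | Schedule: 30 min, room temperature | Controls: EDTA wells as negative control, DMSO wells as positive control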
TNAP inh hi DEA: human TNAP enzyme inhibitors, primary screen, biochemical, luminescent, high phosphate acceptor level, uHTS. Alkaline phosphatase, tissue-nonspecific isozyme (Homo sapiens), P05186. purified TNAP, CDP-star luminescence, 1 M DEA. inhibition, % at 20 µM. actives 0.03% (n = 200,000). AID 1135, 2008;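 active = over 50% inhibition of tissue-nonspecific alkaline phosphatase at 20 µM in the single-dose screen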;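 note: plate controls were DMSO wells for no effect and EDTA-quenched wells as full inhibition for full effect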
PMI act hi M6P: human PMI activators, high substrate, primary screen, biochemical, fluorescence intensity, near-saturating mannose 6-phosphate | activation factor at 20 µM | Mannose-6-phosphate isomerase (Homo sapiens), P34949 | actives 0.34% (n = 190,000) | coupled PMI enzyme assay, resazurin fluorescence, 20 min; stronger effect = higher value; 1 = untreated enzyme, 0 = substrate-free blank | AID 1216, 2008;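 active = activation factor of 2 or more at 20 µM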
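Material: human phosphomannose isomerase with PGI, G6PDH, diaphorase coupling enzymes; amount: PMI at 15 ng/mL final; also added: Mannose-6-phosphate 1.0 mM (near-saturating) plus 0.22 mM NADP+; incubation: enzyme reaction with compound 20 min at room temperature; signal: resorufin fluorescence (Ex 544/Em 590 nm) from resazurin via diaphorase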
L major viab: Leishmania major promastigote growth inhibition, primary screen. Leishmania major promastigotes, resazurin fluorescence viability. inhibition, % at 10 µM. actives 9% (n = 200,000). AID 1063, 2008; in the data active = inhibition above about 50%;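 note: promastigotes grown with compound for 44 hours at 28 °C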
Diaph act CS: compounds boosting diaphorase resazurin reduction – biochemical, uHTS, resorufin fluorescence, counter-screen for diaphorase-coupled primary assays, primary screen; activation factor at 20 µM; actives 0.005% (n = 190,000); Diaphorase/resazurin coupled assay, 16 min; stronger effect = higher value; 1 = vehicle wells, 0 = NADH-free wells;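 active = diaphorase activity raised at least twofold by the compound at 20 µM; inactive = activation factor below 2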
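System – purified diaphorase enzyme from Clostridium kluyveri · Input – enzyme 0.07 U/mL final · Also added – final NADH 0.114 mM, resazurin 0.1 mM · Measured by – fluorescence of resorufin, 544 nm excitation, 590 nm emission · Timing – 16 min enzyme reaction, ambient temperature · Measure – resorufin increase flagging diaphorase activators or reducers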
* = called active by the depositor.

mol	TNAP inh hi DEA	bIAP activator	bIAP inh	TNAP act hiacc	TNAP inh noacc	Diaph act CS	PMI act hi M6P	PMI activator	Diaph inh CS	L major viab
COc1cccc(N(CC(=O)Nc2ccccc2C)S(C)(=O)=O)c1	-5.0	0.9	8.7	1.1	-11.4	1	1.1	1.1	3.0	5.8
NS(=O)(=O)c1ccc(CNS(=O)(=O)c2cc(C(=O)O)ccc2Cl)cc1	-2.9	1	2.3	1	-4.3	0.9	1	1.1	7.5	5.1
COc1cc(C(O)c2nc3ccccc3n2C)cc(OC)c1OC (stereo unspecified)	-4.3	1	-2.7	1	-1.1	0.9	1	1.1	5.7	3.4
COc1ccc(OCCC(=O)N2CCCCC2)cc1	-0.6	0.9	12.1	1	-7.8	0.9	1	1	7.4	-0.5
Cn1cccc1Cc1nnc(SCC(=O)N2CCc3ccccc32)n1-c1ccc(F)cc1	-4.5	0.9	8.3	1	-14.1	0.8	0.9	1	21.1	-1.0
CCc1nc(SCc2ccccn2)[nH]c(=O)c1C	-4.8	1	0.6	1	-5.0	1	1	1	0.9	-9.0
COC(=O)c1c(-c2ccc(F)cc2)csc1NC(=O)C1CCCO1 (stereo unspecified)	-7.0	1	0.5	1.1	-4.3	1	1	1	-0.8	9.3
O=C(c1ccccc1F)N1CCN(c2ccc([N+](=O)[O-])c(NCC3CCCO3)c2)CC1 (stereo unspecified)	14.1	0.9	13.8	0.9	8.2	0.7	0.8	0.9	29.5	12.3
COc1ccc(/C(O)=C2/C(=O)C(=O)N(CCCN(C)C)C2c2ccccc2)cc1Cl (stereo unspecified)	-3.8	1	1.9	1	-9.5	0.8	1	1	17.2	-5.6
O=C(COC(=O)c1ccccc1O)Nc1ncc(Cl)cc1Cl	2.8	1	-2.2	1	-4.3	0.8	1	1.3	23.9	-5.1
O=c1[nH]c2cc3c(cc2cc1C(c1nnnn1CC1CCCO1)N1CCCCCC1)OCCO3 (stereo unspecified)	-3.1	0.9	6.9	1	-8.0	0.8	1.3	1.1	23.7	-2.4
Cc1cccc(C)c1NC(=S)NNc1ncc(C(F)(F)F)cc1Cl	-2.6	1.4	-41.8	1	-5.9	1.1	1.2	1.2	-12.1	-3.6
Cc1cnc(Nc2nc3ccccc3o2)nc1C(=O)Nc1cccc(C(F)(F)F)c1	-4.9	1	-0.4	1	-16.7	1	1	1	3.5	2.2
CCOC(=O)c1cc(-c2ccc(C)c([N+](=O)[O-])c2)nc2c1c(=O)n(C)c(=O)n2C	-5.1	1.1	-6.8	1.1	-14.7	0.8	0.9	0.9	19.1	10.0
CCc1cc2c(SCC(=O)Nc3ncc(Cl)c(C)c3Cl)ncnc2s1	0.1	0.9	7.2	1	4.1	0.7	0.8	0.9	33.1	-3.8
O=C(CCc1ccccc1)NC(NC(=S)Nc1ccc(Cl)cc1)C(Cl)(Cl)Cl (stereo unspecified)	-2.7	0.7	28.6	1	-3.1	0.9	1	1	9.4	4.8
COc1ccc(-c2cc(C(=O)N/N=C/c3ccc4c(c3)OCO4)c3ccccc3n2)c(OC)c1	0.0	0.9	8.0	1	-0.2	0.7	0.8	0.8	29.5	77.4*
CCC(=O)N1CCc2cc(S(=O)(=O)NCCC(=O)Nc3cc(C)cc(C)c3)ccc21	-9.7	1	2.3	1.1	-2.4	1.1	1	1.1	-5.4	2.1
Cc1ccc(C2(C)NC(=O)N(CCOc3ccccc3)C2=O)cc1 (stereo unspecified)	-6.7	1	2.6	1.1	-4.2	0.9	1	1	5.8	4.2
O=C(Nc1ccccc1)c1ccc(NCCN2CCOCC2)c(S(=O)(=O)N2CCOCC2)c1	-5.4	1	-2.7	1.1	-15.6	0.9	1	0.9	11.7	-8.4
O=C(N1CCOCC1)N1CCC(c2nc(-c3ccc(S(=O)(=O)N4CCOCC4)cc3)no2)CC1	-5.2	1	3.4	1.1	-8.6	0.9	0.9	0.9	12.6	11.3
CC1(C(=O)NCc2ccc(F)cc2)Oc2ccccc2NC1=O (stereo unspecified)	-0.2	1.2	-20.4	1	-0.6	1	1	1.1	1.0	0.2
Cc1scc(C(=O)N/N=C/c2ccc(OCC(C)C)cc2)c1C	-5.3	0.8	16.2	1.1	-3.6	0.9	1	0.9	13.6	87.7*
CC1CN(C(=O)c2ccc3c(c2)OCO3)OC(c2ccccc2)O1 (stereo unspecified)	-6.4	1.1	-5.2	1.1	-11.8	0.9	1	1	7.0	71.5*
CCOC(=O)c1cc2sccc2n1CC(=O)Nc1ccc(OC)cc1OC	-6.0	0.9	13.1	1.1	-10.8	0.7	0.8	0.8	27.3	1.4
O=C(COc1ccccc1Br)NC1CCCC1	4.3	1.3	-33.2	1	3.5	0.9	1	1.1	8.3	1.8
CCCCCCCCNC(=O)CCNC(=O)c1ccc(C(C)(C)C)cc1	-6.8	1.3	-31.1	1.1	-2.6	0.8	0.9	0.8	20.3	-0.3
CC(C)(C)CC(=O)NCc1ccc(F)cc1	5.1	0.9	13.4	0.9	-14.7	1	1	1	4.9	4.7
CC1=NNC(=O)C1CC(=O)N/N=C/C(C)=C/c1ccccc1 (stereo unspecified)	-6.3	1	1.5	1.1	-19.6	0.9	1	1	8.3	-3.7
CCOCCSc1nc2c(c(-c3cccs3)c1C#N)CC/C2=C/c1cccs1	5.5	0.8	18.6	0.9	1.5	0.8	1	1	15.1	13.4
Nc1ncnc2c1ncn2CCN1CCOCC1	5.4	0.9	11.6	0.9	-1.4	1	1.1	1	0.6	2.1
CCC(Sc1nc2cc(OC)c(OC)cc2c(=O)n1Cc1ccco1)C(=O)NCCOC (stereo unspecified)	-1.1	1.1	-9.8	1	-12.5	0.9	1	1	10.6	10.2
O=C(Nc1cc(C(F)(F)F)ccc1N1CCOCC1)c1ccccc1F	0.1	0.9	7.7	1	-3.7	0.9	0.9	0.9	8.4	-0.1
S=c1[nH]nc(-c2ccccn2)n1/N=C/c1ccc(-c2ccccc2Br)o1	6.1	1	3.7	0.9	-21.4	0.9	1.3	1.1	6.5	-6.9
CC(=O)c1cc(C#N)c(SCc2ccncc2)nc1C	-5.0	0.9	11.6	1.1	-4.5	0.8	1	1	19.1	-0.8
Cc1cc(C(=O)CSc2nnc(N)s2)c(C)n1Cc1ccco1	-3.1	0.8	15.1	1	-16.6	1	1	1	3.0	13.6
OC(COCc1ccco1)CN1CCN(c2ccccc2)CC1 (stereo unspecified)	-4.3	0.9	12.1	1	-11.5	1	1.1	1.1	3.1	-8.2

As a working copy, part of the list above:
mol	TNAP inh hi DEA	bIAP activator	bIAP inh	TNAP act hiacc	TNAP inh noacc	Diaph act CS	PMI act hi M6P	PMI activator	Diaph inh CS	L major viab
CCC(Sc1nc2cc(OC)c(OC)cc2c(=O)n1Cc1ccco1)C(=O)NCCOC (stereo unspecified)	-1.1	1.1	-9.8	1	-12.5	0.9	1	1	10.6	10.2
O=C(Nc1cc(C(F)(F)F)ccc1N1CCOCC1)c1ccccc1F	0.1	0.9	7.7	1	-3.7	0.9	0.9	0.9	8.4	-0.1
S=c1[nH]nc(-c2ccccn2)n1/N=C/c1ccc(-c2ccccc2Br)o1	6.1	1	3.7	0.9	-21.4	0.9	1.3	1.1	6.5	-6.9
CC(=O)c1cc(C#N)c(SCc2ccncc2)nc1C	-5.0	0.9	11.6	1.1	-4.5	0.8	1	1	19.1	-0.8
Cc1cc(C(=O)CSc2nnc(N)s2)c(C)n1Cc1ccco1	-3.1	0.8	15.1	1	-16.6	1	1	1	3.0	13.6
OC(COCc1ccco1)CN1CCN(c2ccccc2)CC1 (stereo unspecified)	-4.3	0.9	12.1	1	-11.5	1	1.1	1.1	3.1	-8.2

Assay outcomes (PubChem)
